# Bim-Bcl-B – inhibitors of Bim-Bcl-B interaction, human; Q9HD36; bead-based flow cytometry, Bim peptide-Bcl-B binding; inhibition, % at 10 µM; 190,000 tested, 0.073% active; AID 951;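 further: 0% = tracer peptide without compound and 100% = reference inhibitor peptide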
# Target sequence (Q9HD36 whole entry, looked up): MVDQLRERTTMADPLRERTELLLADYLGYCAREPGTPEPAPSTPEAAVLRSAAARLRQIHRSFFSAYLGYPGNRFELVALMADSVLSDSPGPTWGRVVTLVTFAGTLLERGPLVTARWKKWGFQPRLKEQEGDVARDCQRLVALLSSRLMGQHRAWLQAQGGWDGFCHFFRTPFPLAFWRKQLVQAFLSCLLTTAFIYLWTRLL
# Avidin bead fluor – avidin bead compound fluorescence profile; 220,000 tested, 0.38% active; Avidin beads, compound fluorescence 488/530 nm, flow cytometry; active compounds read high; AID 1775; fluorescence (KMESF) at 10 µM; in the data active means fluorescence above about 47; further: inactives centre near 10
# Bcl-W Bim block – disrupts Bim peptide binding to human Bcl-W; Q92843; bead-based flow cytometry; inhibition, % at 10 µM; 190,000 tested, 0.02% active;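 further: 0% = bound tracer without compound and 100% = peptide blocker; higher means less fluorescent Bim peptide bound to Bcl-W beads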
# Target sequence (Q92843 whole entry, looked up): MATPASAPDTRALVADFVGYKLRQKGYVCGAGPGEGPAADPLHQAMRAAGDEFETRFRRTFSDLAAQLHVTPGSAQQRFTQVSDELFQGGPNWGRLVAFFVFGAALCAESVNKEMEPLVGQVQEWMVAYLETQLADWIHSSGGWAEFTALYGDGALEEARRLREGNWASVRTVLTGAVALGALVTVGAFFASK
# Bim-Bfl-1 – inhibitors of Bim-Bfl-1 interaction, human | Q16548 | Bead-based flow cytometry, Bim-Bfl-1 binding inhibition | inhibition, % at 10 µM | 190,000 tested, 0.12% active | AID 1008;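 further: 0% = wells without compound plus tracer and 100% = blocker peptide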
# RGS4-Gao reg – human RGS4-Galphao interaction regulation; Multiplexed bead flow cytometry, RGS4-Galphao binding; actives lie on both sides; 220,000 tested, 0.33% active; binding response (% of control), % at 10 µM; P09471; in the data active means binding response below about 49% or above about 150%; inactive means in between;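 further: fluorescent Galphao activated with aluminum fluoride binding bead-coupled RGS4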
# Bcl-2 Bim block – human Bim-Bcl-2 interaction inhibition; AID 950; Bead-based flow cytometry, Bim peptide-Bcl-2 binding; P10415; 190,000 tested, 0.06% active; inhibition, % at 10 µM; in the data active means inhibition above about 40%; inconclusive means no clear call, values can overlap the other calls;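 further: 0% = no compound wells with probe peptide and 100% = reference peptide inhibitor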
# ABCB1 inh – inhibitors of human ABCB1 transporter, ABCG2 counter-screen. P08183. CCRF-Adr cells, JC-1 efflux, flow cytometry. inhibition, % at 6.6 µM. 190,000 tested, 0.067% active; in the data active means inhibition above about 40%;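 further: 0% = vehicle and 100% = reference inhibitor; higher value means more JC-1 retained so stronger ABCB1 efflux block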
# RGS7-Gao – regulators of human RGS7-Galphao interaction. binding response (% of control), % at 10 µM. Multiplexed bead flow cytometry, RGS7-Galphao binding; actives lie on both sides. 220,000 tested, 0.35% active. P09471. AID 1439; in the data active means binding response below about 49% or above about 150%; inconclusive means no clear call, values can overlap the other calls; inactive means in between;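 further: fluorescent Galphao held in activated GDP-AlF4 state binding bead-coupled RGS7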
# GSH fluor – GSH bead compound fluorescence profile; GSH beads flow cytometry, compound fluorescence 488/530 nm; active compounds read high; fluorescence (KMESF) at 10 µM; 190,000 tested, 0.25% active; AID 1776; in the data active means fluorescence above about 89;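 further: glutathione beads carrying GST-tagged Bcl family fusion proteins plus one bare bead set; values are compound well signal with DMSO vehicle wells as background; inactives centre near 16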
# ABCG2 block – blocks JC-1 efflux by human ABCG2 transporter | Q9UNQ0 | IgMXP3 cells, flow cytometry | inhibition, % at 6.6 µM | 190,000 tested, 0.1% active | AID 1325;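 active means inhibition above 80%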;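 further: 0% = DMSO and 100% = nicardipine control wells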
# Target sequence (Q9UNQ0 whole entry, looked up): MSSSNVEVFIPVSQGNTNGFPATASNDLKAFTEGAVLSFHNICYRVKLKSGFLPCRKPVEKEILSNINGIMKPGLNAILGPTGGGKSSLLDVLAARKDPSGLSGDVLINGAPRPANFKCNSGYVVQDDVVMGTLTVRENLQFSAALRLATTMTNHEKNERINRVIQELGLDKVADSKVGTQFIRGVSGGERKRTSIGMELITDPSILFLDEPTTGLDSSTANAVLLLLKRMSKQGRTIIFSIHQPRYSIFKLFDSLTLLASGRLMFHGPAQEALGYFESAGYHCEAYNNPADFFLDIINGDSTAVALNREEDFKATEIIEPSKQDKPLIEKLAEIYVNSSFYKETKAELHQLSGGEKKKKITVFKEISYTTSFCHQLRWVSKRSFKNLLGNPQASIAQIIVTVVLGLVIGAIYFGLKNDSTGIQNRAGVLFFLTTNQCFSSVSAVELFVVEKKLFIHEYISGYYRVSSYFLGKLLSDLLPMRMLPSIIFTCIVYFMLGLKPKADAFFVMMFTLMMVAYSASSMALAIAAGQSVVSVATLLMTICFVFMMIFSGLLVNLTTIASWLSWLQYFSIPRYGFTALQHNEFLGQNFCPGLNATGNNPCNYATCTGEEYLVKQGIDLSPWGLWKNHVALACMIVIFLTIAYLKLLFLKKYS
#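 Assay system – ABCG2 IgMXP3 and barcoded ABCB1 CCRF-Adr cell mix · Input – 3 million cells/mL in well · Reagent – JC-1 fluorescent substrate · Compound – single test compound dose, 6.6 µM final · Timing – 10 min exposure at 25 °C with rotation, no wash · Detection – flow cytometry of retained JC-1 fluorescence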
# Bim-Bcl-XL – inhibitors of Bim-Bcl-XL interaction, human; Q07817; Bim peptide-Bcl-XL binding, bead flow cytometry, fluorescence; inhibition, % at 10 µM; 190,000 tested, 0.04% active; AID 1007
# * = called active by the depositor; u = inconclusive. Unless noted, no stated cut-off is given here; in the data, active means inhibition above about 40%.
SMILES,Bim-Bcl-B,Avidin bead fluor,Bcl-W Bim block,Bim-Bfl-1,RGS4-Gao reg,Bcl-2 Bim block,ABCB1 inh,RGS7-Gao,GSH fluor,ABCG2 block,Bim-Bcl-XL
COCC(=O)NC1CCN(S(=O)(=O)c2ccc(C(=O)O)cc2)CC1,-9,34,-4,-22,105,-11,1.1,100,28,9,-5
CCOc1ccc2nc(SC3CC(=O)N(c4ccc(OC)cc4)C3=O)sc2c1 (stereo unspecified),-5,11,-3,-2,105,0,0.0,103,22,0,-2
Nc1ccc2oc3ncccc3c(=O)c2c1,1,4,1,-3,92,0,0.3,89,2,3,4
Cc1ccc(-c2nc(C3CCCN(S(=O)(=O)c4ccc(C)cc4)C3)no2)cc1 (stereo unspecified),-3,6,0,0,105,0,1.4,97,19,3,-1
Cc1cc2c(c(SCC(=O)NCc3ccccc3Cl)n1)C(=O)OC2,-7,20,-3,-5,97,-3,0.3,103,10,1,-3
Cc1ccc(/C=N/n2nnnc2N)o1,-2,6,0,-10,101,-6,-2.1,101,38,-2,4
CCc1nc2scc(-c3ccc(C)cc3)c2c(=O)n1N,2,5,0,3,100,0,1.0,102,23,21,0
Cc1ccc(S(=O)(=O)N(C)C)cc1NC(=O)COC(=O)CCC(=O)c1cccs1,0,12,1,-2,95,0,0.7,92,11,3,-4
Clc1ccc(OCc2nnc(SCc3nnc(-c4ccccc4)o3)o2)c(Cl)c1,-6,7,1,-8,95,-6,0.1,93,24,1,-4
Cc1ccc(C(=O)N/C(=C/c2cccnc2)C(=O)NCc2ccco2)cc1,-8,7,-3,-8,104,-4,0.1,101,10,2,-6
Cc1cccc(CCNC(=O)CC2C(=O)NCCN2CC2CCCCC2)n1 (stereo unspecified),-2,2,-2,-6,99,-3,1.0,93,10,3,-4
CCCCOC(=O)C1C2C=C[C@]3(CN(C(C)c4ccc(OC)cc4)C(=O)[C@H]13)O2 (stereo partly specified),0,20,-1,-5,102,-3,0.3,102,32,2,0
CCC(=O)Nc1cccc(NC(=O)c2cccc([N+](=O)[O-])c2)c1,-1,9,-1,-1,91,0,0.6,97,20,6,-2
S=C(NCC1CCCO1)Nc1cc(Cl)c(Cl)cc1Cl (stereo unspecified),-4,8,0,-5,104,-3,0.1,100,29,2,-2
Cc1cccc(CS(=O)(=O)Cc2ccc(C(=O)NCc3cccs3)o2)c1,-3,11,-2,-1,94,0,0.7,98,15,2,-1
CNc1c([N+](=O)[O-])cnn1-c1ccccc1F,0,5,3,-3,102,0,0.5,96,11,1,-4
CCOC(=O)c1sc2nc(CSc3ccccc3)[nH]c(=O)c2c1C,-2,21,2,0,99,-1,-0.6,99,12,-2,-2
Cc1nc2c(c3c1[nH]c1ccccc13)C(O)CC(C)(C)C2 (stereo unspecified),-1,14,-1,-2,102,-1,-0.1,102,8,1,-5
CCc1ccc(NC(=O)N(CCN(C)C)C(C)c2cccnc2)cc1 (stereo unspecified),-4,8,1,-8,95,-4,0.7,93,20,3,-2
CCCCSc1nnc(C)c(=O)[nH]1,0,8,-1,-1,100,-1,0.2,100,22,1,-1

# 3 compounds from above, sorted by length of the SMILES, descending.
SMILES,Bim-Bcl-B,Avidin bead fluor,Bcl-W Bim block,Bim-Bfl-1,RGS4-Gao reg,Bcl-2 Bim block,ABCB1 inh,RGS7-Gao,GSH fluor,ABCG2 block,Bim-Bcl-XL
CCOc1ccc2nc(SC3CC(=O)N(c4ccc(OC)cc4)C3=O)sc2c1 (stereo unspecified),-5,11,-3,-2,105,0,0.0,103,22,0,-2
Cc1cccc(CCNC(=O)CC2C(=O)NCCN2CC2CCCCC2)n1 (stereo unspecified),-2,2,-2,-6,99,-3,1.0,93,10,3,-4
CCCCSc1nnc(C)c(=O)[nH]1,0,8,-1,-1,100,-1,0.2,100,22,1,-1

# Going on with the list:
SMILES,Bim-Bcl-B,Avidin bead fluor,Bcl-W Bim block,Bim-Bfl-1,RGS4-Gao reg,Bcl-2 Bim block,ABCB1 inh,RGS7-Gao,GSH fluor,ABCG2 block,Bim-Bcl-XL
Cc1ccc(F)cc1NC(=O)c1cccc(N(C)C)c1,-5,4,2,-10,94,-6,0.1,96,23,0,-5
COc1ccc(NC(=O)CN(Cc2ccccc2)S(C)(=O)=O)c(OC)c1,0,9,0,-1,99,0,0.7,102,16,6,-2
CCOC(=O)c1c(C)n(C)c2ccc(OC)c(NC(=O)CN3CCN(Cc4ccccc4)CC3)c12,-2,8,0,0,101,-4,3.1,101,19,5,-2
NS(=O)(=O)c1ccc(NC(=S)N2CCC(O)CC2)cc1,-34,9,0,5,103,-6,0.2,117,15,1,-8
O=C(CN1C(=O)c2cccc3cccc1c23)Nc1cccnc1,-2,7,2,1,103,-1,0.1,102,19,0,2
O=C(/C=C/c1c(Cl)nc2ccccn12)N1CCCCC1,6,9,-1,1,102,-2,2.1,103,20,12,-2
Cc1nnc(SCC(=O)N/N=C/c2cn(-c3ccccc3)nc2-c2ccc(F)cc2)n1-c1ccccc1,-9,22,-3,-19,103,-12,0.8,103,24,48,-8
COc1ccc2c(c1OC)C(=O)OC2Nc1ncccc1C (stereo unspecified),-2,10,0,-3,98,-5,0.2,101,9,1,-3
Cc1nc2nc(-c3ccccc3)cn2nc1C,-4,5,-3,-1,90,-5,-0.1,91,5,1,-3
O=Cc1cn[nH]c1-c1cccc([N+](=O)[O-])c1,-2,11,-1,-1,104,1,-0.2,100,13,0,-6
CC(C)N=C1SCC(C)(/C=N/O)S1 (stereo unspecified),-1,13,0,0,102,0,0.1,105,23,0,-1
O=C(NNc1nc2ccccc2s1)C1CC1,-6,26,-1,-3,100,-3,0.2,102,9,0,-3
CC(C)n1c(CCC(=O)O)ccc1-c1ccccc1,0,6,3,-4,102,-2,3.2,101,15,1,-2
O=C(O)c1ccc(Sc2nnc(-c3cccc(Br)c3)o2)c([N+](=O)[O-])c1,-5,8,0,-12,104,-8,-0.2,101,4,0,-3
Cc1cc(Oc2ccc(OCC(N)=O)nn2)nc(Cl)n1,-1,15,0,-5,102,0,0.0,u,11,0,-1
Cc1ccc(O)c(NC(=S)NC(=O)c2ccccc2Cl)c1,-4,20,-1,0,101,-3,0.2,104,12,1,-1
C[C@@H](CN1C2=NC[C@H](Cc3ccccc3)N2C[C@H]1Cc1ccc(O)cc1)NC(=O)CCC1CCCCC1,-9,7,-2,-5,102,1,2.0,103,19,2,-5
COc1ccc(/C(N)=N/OC(=O)Cc2cccs2)cc1,-6,13,-1,-1,106,4,0.3,108,4,6,-5
CC1(C)CC(=O)c2sc(NS(C)(=O)=O)nc2C1,-16,11,-2,-14,102,-8,0.2,100,31,3,-5
O=C(Nc1ccccc1Cl)N1C2CCC1CC(O)(c1cccnc1)C2 (stereo unspecified),-1,10,0,-5,100,-3,0.1,102,18,0,-3
COc1ccc(C(=O)O/N=C2\CCS(=O)(=O)c3sccc32)cc1,1,3,-7,0,100,-3,0.0,98,11,7,-7
CCOC(=O)COc1ccc(/C=C2/SC(=Nc3ccccc3)N(Cc3cccnc3)C2=O)cc1OC,-1,7,-1,-1,104,-2,17,100,20,8,0
COC(=O)c1nc(NC(C)=O)n[nH]1,-2,5,-1,-2,100,0,0.4,100,19,1,-1
CCOC(=O)c1sc2nc(N3CCOCC3)c3c(c2c1N)CCN(Cc1ccccc1)C3,0,7,-3,2,101,-2,-3.4,103,29,2,-3
O=C(O)CSc1cc(C(F)(F)F)nc(-c2ccccn2)n1,0,29,0,0,128,-1,0.1,123,14,0,5
Cc1nn(C)c(C)c1CN(C)S(=O)(=O)c1ccc2ccccc2c1,-8,24,-5,-1,100,-2,3.8,100,13,6,-8
CC1CN(S(=O)(=O)c2cccc(C(=O)NCc3ccc4c(c3)OCO4)c2)CC(C)O1 (stereo unspecified),-8,15,0,-12,103,-7,0.8,107,28,1,-9
Cc1ccc2c(c1)nnn2C1CCN(CC(=O)Nc2ccc3c(c2)OCCO3)CC1,-2,10,0,2,101,4,1.3,100,23,3,-1
COc1ccc(N=c2scc(C)n2CCCN2CCCC2=O)cc1,-12,13,-1,-3,99,-5,1.1,u,11,6,-2
Cc1cc(O)cc(O)c1C(=O)Cc1ccccc1,-5,3,-4,-4,98,-4,0.1,103,11,7,-4
CCOC(=O)c1nn(-c2ccccc2F)c2nc(Nc3ccccc3)cc(=O)n12,1,5,-1,-3,102,0,-0.2,103,7,1,0
COC(=O)c1ccccc1NC(=O)c1noc2c1CCCC2,0,15,-1,-4,100,-1,0.8,99,12,9,-1
Cc1nnc(SCC(=O)NNC(=O)c2ccc(Cl)cc2)n1CC1CCCO1 (stereo unspecified),-3,7,-3,1,100,-1,-0.6,101,9,-1,-6
CCSc1nc(N2CCOCC2)c2c(c1C#N)CCCC2,0,13,-1,-1,102,0,0.3,101,24,3,-1
CC12C(=O)N(c3cccc(OC(=O)c4ccco4)c3)C(=O)C1C1c3ccccc3C2c2ccccc21 (stereo unspecified),-34,9,2,-14,98,-22,5.1,97,47,6,-5
Nc1nc(Nc2ccc(Cl)cc2)nc2ccccc12,-3,15,1,-2,103,-4,-0.1,100,14,1,-3
Cc1ccc(Nc2nc(-c3ccc(O)cc3O)cs2)nc1,-2,13,-2,-1,94,0,-0.1,97,11,0,-1
COC(=O)c1cccc(-c2ccc(C(c3c(C)[nH][nH]c3=O)c3c(C)[nH][nH]c3=O)o2)c1,3,10,5,3,93,4,-0.7,u,10,2,6
CCOc1cccc(/C(O)=C2/C(=O)C(=O)N(CCOC)C2c2ccco2)c1 (stereo unspecified),-3,19,2,-10,101,-6,0.8,103,28,5,-2
O=C(CCNS(=O)(=O)c1cccc2nsnc12)NCc1ccccc1Cl,-4,9,-1,2,96,-2,-0.3,98,74,-2,-1
O=C(O)c1cccc(NCc2ccncc2)c1,-9,10,-5,-8,81,-11,-0.1,83,24,-2,-6
S=C(NCCCN1CCOCC1)N1CCN(c2nc(-c3ccccc3)cs2)CC1,-21,11,4,6,111,0,0.9,111,17,4,-1
COc1ccccc1NC(=O)N1CCC(c2nc3cc(C)c(C)cc3[nH]2)CC1,-4,22,-5,-2,104,-3,0.4,104,12,0,-7
NC(=O)c1cnn(Cc2ccc(Cl)cc2)c1N,-10,10,-1,-11,104,-8,-1.3,101,31,1,-6
CCS(=O)(=O)c1ccc(-c2csc(-c3ccccc3)n2)c(Cl)c1Cl,0,32,0,1,102,0,0.3,103,20,1,1
CCCc1nnc(SCC(=O)N2CCCCC2C)n1CCOC (stereo unspecified),-5,6,-2,-5,95,-4,0.0,92,24,1,-2
CC(=O)C1=C(NC(=O)c2ccccc2F)C[C@@H]2[C@H]1C2(C)C,-6,3,-2,-5,84,-5,0.2,86,17,2,-4
CC(=O)OC[C@H]1O[C@@H](O/N=C/[C@@H](C)[C@H](OCc2ccccc2)C(C)C)[C@H](OC(C)=O)[C@@H](OC(C)=O)[C@@H]1OC(C)=O,-4,7,-3,0,99,0,2.4,98,20,-3,-6
Cc1ccccc1NC(=O)c1sc(NC(=O)COc2ccccc2)c(C#N)c1C,-35,14,-10,-2,104,-10,-0.3,106,8,0,-17
Cc1ccc(-c2c(C)n([O-])c3c([n+]2=O)CCCCC3)o1,-11,10,-1,-13,100,-9,0.0,100,14,12,-6
O=C(NCC(c1cccnc1)N1CCOCC1)c1cccs1 (stereo unspecified),-1,15,-2,-5,96,-3,0.2,95,48,0,-2
